# Lipid droplet: modulators of hepatic lipid droplet formation; AML12 mouse hepatocytes, oleate lipid droplets, BODIPY imaging; inhibition, % at 6.5 µM; actives 0.4% (n = 240,000); AID 1656;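 active means lipid droplet intensity inhibited by at least 50%, with more than 500 cells counted; inconclusive means wells with under 300 cells, treated as cytotoxic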
#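 Test system: AML12 mouse liver cells; schedule: overnight exposure; technique: high-content imaging of BODIPY-stained droplets and DAPI nuclei; read-out: % inhibition of corrected integrated BODIPY droplet signal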
# Lipid droplet cells 6.5 µM: also measured in Lipid droplet; calls as there; cell count; measured here: cell count, cytotoxicity flag;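 cells counted across two imaged fields per well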
# Active calls of the source: *; u = inconclusive; x = not tested or not shown.
SMILES,Lipid droplet,Lipid droplet cells 6.5 µM
O=C(CSc1nncn1-c1cccnc1)Nc1cccc([N+](=O)[O-])c1,6.4,779
COC(=O)c1cc(S(=O)(=O)N2CCN(c3cccc(OC)c3)CC2)cn1C,12.5,708
COc1ccc(OC(=O)/C=C/c2ccc([N+](=O)[O-])cc2)cc1,19.5,887
COc1ccccc1NC(=O)NC1(C)CCS(=O)(=O)C1 (configuration not stated),-22.8,798
CN(Cc1c(C(=O)N/N=C/c2ccc(O)cc2)nnn1-c1nonc1N)C1CCCCC1,-0.4,737
CCOC(=O)C1CCN(C(=O)CCc2nnc3ccc(NCc4ccco4)nn23)CC1,6.6,698
COc1ccccc1NS(=O)(=O)c1c(C)[nH]c(C)c1C(=O)N1CCCC1,28.5,776
O=C(Nc1sc2c(c1C(=O)O)CCC2)C(=O)N1CCOCC1,-20.1,700
O=C(CSc1nnc(NC(=O)c2cccc(F)c2)s1)NC1CCCC1,1.0,806
O=C(Nc1nnc(C2CC2)s1)c1cccs1,2.2,860
CCCC(C)C(=O)Nc1ncc(S(=O)(=O)c2ccc([N+](=O)[O-])cc2)s1 (configuration not stated),-3.7,829
O=C(Cn1nc(C(F)F)cc1C1CC1)N1CCCC1,6.7,828
O=C(NC1CCN(c2ncccn2)CC1)c1cccc(F)c1,4.0,819
COc1cccc2cc(-c3cc(=O)oc4ccc(O)cc34)oc12,-11.0,795
COc1ccc(C(=O)Nc2cccnc2Cl)cc1OC,3.8,846
CC1=C(C(=O)NC2CCCc3c2cnn3-c2cccc(C)c2C)OCCO1 (configuration not stated),62.8*,631*
COCc1cc(CN2CCN(CCCc3ccccc3)C(CCO)C2)ccc1OC (configuration not stated),-1.0,786
Oc1ccc(/C=N/N2CCCCC2)c(O)c1,-10.6,834
CC(C)N1CCc2c(sc(NC(=O)c3ccco3)c2C(N)=O)C1,-2.9,834
CCC(C)C(NC(=O)C1CCC(C)CC1)C(=O)Nc1ccc(OC)cc1 (configuration not stated),11.5,666
Cc1ccc(NC(=O)COC(=O)Cc2cccs2)c(Br)c1,8.7,863
CCOc1ccccc1NS(=O)(=O)c1ccc(-c2cnc(C3CC3)o2)cc1,u,x
COc1ccc(/C=C2\N=C(C(C)(C)C)OC2=O)c(OC)c1,-1.3,727
O=C(Nc1cccc(F)c1)c1ccc2ncsc2c1,-1.2,782
Cc1cc(SCC(=O)NCC2CCCO2)nc2ccccc12 (configuration not stated),-10.2,821
Cn1c(SCC(=O)Nc2ccccc2O)nnc1-c1ccco1,-1.1,676
Cc1ccc(C(=O)N(C)CC(=O)Nc2cccc(C)c2C)o1,-8.8,798
C/C=C/c1ccc(OCC(=O)N2CCc3cc(OC)c(OC)cc3C2)c(OC)c1,-19.7,764
O=C(Cc1ccccc1)NCC(=O)N/N=C/c1ccc([N+](=O)[O-])s1,-3.1,837
O=C(Nc1cccnc1)c1cc(-c2ccc(Br)cc2)nc2ccccc12,0.8,765
COc1ccc(NC(=O)CSc2nc3ccncc3[nH]2)c(OC)c1,-26.9,684
Cn1cc(CN2CCC(n3nccc3NC(=O)CCc3ccccc3)CC2)cn1,-7.3,733
CC(C)(C)c1cc(C2=CSC3=NCCN23)cc(C(C)(C)C)c1O,-0.3,756
COc1nc(N)nc(N)c1NS(=O)(=O)c1ccc(C)cc1,-2.0,717
COc1cc(/C=C2/SC(=O)NC2=O)ccc1OCc1ccccc1,2.7,794
O=C(NCc1ccncc1)c1ccc2nc(Cc3ccccc3F)oc2c1,6.5,796
CCOc1ccc(N(CC(=O)NCc2ccco2)C(=O)CCC(=O)Nc2ccccn2)cc1,10.3,764
O=[N+]([O-])c1ccc(S(=O)(=O)Nc2ccc3c(c2)OCCO3)cc1,-4.4,796
CSc1ccc(S(=O)(=O)N2CCC(C(=O)N3CCc4ccccc4C3)CC2)cc1,-1.6,837
Cc1cccc(NC(=O)c2cc(-c3cccnc3)nc3c(C)cccc23)n1,-2.4,712

# Taken from the listing (five entries):
SMILES,Lipid droplet,Lipid droplet cells 6.5 µM
O=C(NCc1ccncc1)c1ccc2nc(Cc3ccccc3F)oc2c1,6.5,796
CCOc1ccc(N(CC(=O)NCc2ccco2)C(=O)CCC(=O)Nc2ccccn2)cc1,10.3,764
O=[N+]([O-])c1ccc(S(=O)(=O)Nc2ccc3c(c2)OCCO3)cc1,-4.4,796
CSc1ccc(S(=O)(=O)N2CCC(C(=O)N3CCc4ccccc4C3)CC2)cc1,-1.6,837
Cc1cccc(NC(=O)c2cc(-c3cccnc3)nc3c(C)cccc23)n1,-2.4,712

# (continued)
SMILES,Lipid droplet,Lipid droplet cells 6.5 µM
O=C(CN1CCN(S(=O)(=O)N2CCCCCC2)CC1)Nc1cc(Cl)ccc1Cl,-1.4,805
Cc1ccc(C)c(C(=O)COC(=O)CNS(=O)(=O)c2ccccc2)c1,10.2,817
C=CCNCc1cc(=O)n2c(-c3ccccc3)csc2n1,-2.4,836
O=P(c1ccccc1)(c1ccccc1)c1ccc(O)cc1,-4.5,780
O=C1CNC(=O)/C(=C\c2ccccc2)N1,-0.7,842
COc1cc(-c2noc(C)c2/C=C/c2ccc(C(=O)O)cc2)cc(OC)c1OC,1.4,719
Cc1ccc(N(CC(=O)NCc2ccccc2)C(=O)c2csnn2)c(C)c1,-3.9,724
COc1ccc(OC)c(NC(=O)CCCCCn2nnc3ccccc3c2=O)c1,-2.2,858
COc1cc(/C=C/C(=O)N[C@@H](Cc2c[nH]c3ccccc23)C(=O)O)ccc1O,4.0,852
CCOc1cc(CNCc2cccnc2)cc(Br)c1OCC(N)=O,5.0,878
Cc1cccc(C)c1NC(=O)CN(C)S(=O)(=O)c1ccc(-c2ccc(=O)[nH]n2)s1,-11.5,692
CCc1csc(CCNC(=O)C2CCC(=O)N(Cc3ccccc3F)C2)n1 (configuration not stated),7.9,809
Cn1cccc1-c1cc(C(=O)N/N=C/c2ccccc2Cl)[nH]n1,-3.3,777
C=CCN(CC=C)C(=O)c1cccc(OC2CCN(S(=O)(=O)N(C)C)CC2)c1,-13.7,813
C/C(CC(=O)NCCc1ccccc1)=N\NC(=O)COc1ccc(Br)cc1,-11.5,802
CCOCCc1nnc(NC(=O)CCC2CCCCC2)s1,3.6,849
CCC(C)(C)C1CCC2(CC1)NC(=O)N(CC(=O)N1CCN(S(=O)(=O)c3cc(C)ccc3C)CC1)C2=O (configuration not stated),-5.7,810
C=CCOc1ccc(/C=C/C(=O)OCC(=O)NCCC2=CCCCC2)cc1,11.4,865
Cc1cccc(-c2noc(CNC(=O)c3ccoc3C)n2)c1,-8.5,666
CSc1nnc(NC(=O)c2ccc3c(c2)OCO3)s1,-0.8,852
Cc1ccc2nc(N(CCCN(C)C)C(=O)c3ccc(S(=O)(=O)N4CCOCC4)cc3)sc2c1,-3.2,870
CC(C)(C)c1ccc(/C=C/C(=O)NCCCN2CCOCC2)cc1,-3.0,819
CCN(CC)S(=O)(=O)c1cc(NC(=O)c2ccc(-n3cncn3)c([N+](=O)[O-])c2)ccc1C,0.0,809
Cc1nc(NC(=O)CSc2nnc(C3CC3)n2C)sc1C,3.3,810
NS(=O)(=O)c1cccc(NC(=O)c2cccc3c(Br)cccc23)c1,1.2,821
CC(CN1CCCC1)OC(=O)c1ccc(Cl)cc1Cl (configuration not stated),-1.0,805
COc1ccc2oc(C(=O)OCC(=O)N3C(C)CCCC3C)c(C)c2c1 (configuration not stated),-8.1,818
O=C(O)COc1ccccc1/C=N/NC(=O)CNC(=O)c1ccco1,6.7,675
COC(=O)c1cn(C(=O)c2cc(OC)cc(OC)c2)c2ccccc12,-2.3,892
Cc1cccn2c(CNCCc3ccccn3)c(C(=O)N3CCOCC3)nc12,1.0,862
COCCn1c(=S)[nH]c2cc(C(=O)N(CCO)Cc3ccccc3)ccc2c1=O,26.3,694
CSc1ccc(C(=S)N2CCCCCC2)cc1,5.8,765
CC(=O)NCCC(=O)Nc1cc(S(=O)(=O)N2CCOCC2)ccc1Oc1ccccc1,-5.1,801
Cc1[nH]c(C)c(S(=O)(=O)NCc2ccc(OC(C)C)cc2)c1C(=O)N1CCCC1,-3.1,731
O=C1CC(=O)Nc2cc(S(=O)(=O)N3CCOc4ccc(Cl)cc43)ccc2N1,-5.0,782
O=c1oc(-c2ccccc2)cc(Cl)c1Cl,23.5,848
CN(CC(=O)Nc1ccccc1)CC(=O)Nc1ccccc1Cl,7.4,827
O=C(COC(=O)C1CCC(N2C(=O)C3C4CCC(C4)C3C2=O)CC1)c1ccc(F)cc1 (configuration not stated),3.7,751
O=C(O)CCN1CCc2ccccc2C1c1ccncc1 (configuration not stated),-7.0,721
CCOc1cc(C=O)cc(N=Nc2cccc([N+](=O)[O-])c2)c1O,5.4,829
O=C1NC(=O)/C(=C/c2cc3c(cc2Br)OCO3)S1,13.1,645
CC(C)c1ccc(NC2CCCN(C(=O)CCN3CCCC3=O)C2)cc1 (configuration not stated),-5.9,831
Oc1ccc(Nc2nc(-c3ccccc3F)nc3ccccc23)cc1,16.5,835
O=C(Nc1c(C(=O)N2CCN(c3ccccn3)CC2)oc2ccccc12)c1ccc([N+](=O)[O-])cc1,0.0,678
COc1cccc(OCC(=O)NNC(=O)c2ccc3ccccc3c2)c1,-13.4,777
COc1ccc(-c2nc(CS(=O)(=O)CC(=O)NCc3cccc(F)c3)c(C)o2)cc1,4.8,767
CN(CC1CCOCC1)C(=O)CC1C(=O)NCCN1Cc1ccc(F)c(F)c1 (configuration not stated),-3.9,815
O=C(Nc1nnc(Cc2ccccc2)s1)c1ccccc1,1.5,829
O=C(Cc1ccc(Br)cc1)NCCCn1ccnc1,10.7,795
CC(=O)c1sc2nc(SCC(=O)NCCc3ccccc3)[nH]c(=O)c2c1C,2.3,662
O=C(COc1ccccc1Cl)NCc1ccccc1,3.3,871
Cc1ccc2c(CN3CC(C)CC(C)C3)cc(=O)oc2c1 (configuration not stated),-2.6,819
Cc1cccc(CC(=O)NCCN2CCOCC2)c1,-0.2,842
CCC(C)NC(=O)[C@H]1N2C(=O)c3c(ccc(OC)c3OC)C2SC1(C)C (some centres not stated),15.0,843
COc1ccc(-n2nc(C(=O)NCC(=O)NCCc3ccc(OC)c(OC)c3)c3ccccc3c2=O)cc1Cl,30.9,816
Cc1cc(OC(C)C(=O)NCCN2CCOCC2)c2c(C)cc(=O)oc2c1 (configuration not stated),-9.2,649
O=C(c1nn2c(C(F)(F)F)cc(-c3ccccc3)nc2c1Cl)N1CCN2CCCC2C1 (configuration not stated),3.3,745
COc1ccc(-c2n[nH]c(=S)n2-c2ccccc2C)cc1OC,-1.0,821
CCC(C)C(=O)Nc1ccc(S(=O)(=O)Nc2nccs2)cc1 (configuration not stated),11.0,815
COCCCNC(=O)Cc1c(C)c2c(cc(C)c3c(C)c(C)oc32)oc1=O,-6.5,809

# Six entries from above, ordered by number of heavy atoms, low to high.
SMILES,Lipid droplet,Lipid droplet cells 6.5 µM
Cc1cccc(CC(=O)NCCN2CCOCC2)c1,-0.2,842
COc1ccc(-c2n[nH]c(=S)n2-c2ccccc2C)cc1OC,-1.0,821
CC(C)c1ccc(NC2CCCN(C(=O)CCN3CCCC3=O)C2)cc1 (configuration not stated),-5.9,831
CN(CC1CCOCC1)C(=O)CC1C(=O)NCCN1Cc1ccc(F)c(F)c1 (configuration not stated),-3.9,815
COc1ccc(-c2nc(CS(=O)(=O)CC(=O)NCc3cccc(F)c3)c(C)o2)cc1,4.8,767
O=C(Nc1c(C(=O)N2CCN(c3ccccn3)CC2)oc2ccccc12)c1ccc([N+](=O)[O-])cc1,0.0,678

# (list continues)
SMILES,Lipid droplet,Lipid droplet cells 6.5 µM
CC(C)(C)NC(=O)CN(C(=O)c1snc(C(=O)NC2CCCCC2)c1N)c1ccccc1F,8.8,835
CCc1ccc(NC(=O)Cn2c(=O)c3cccn3c3ccccc32)cc1,-15.7,786
COc1ccc(CC(NC(C)=O)C(=O)NC2CCN(C(=O)C3CCCCC3)CC2)cc1OC (configuration not stated),-5.8,756
O=[N+]([O-])c1ccccc1S(=O)(=O)N(CC(O)CN1CCCCC1)c1ccccc1 (configuration not stated),-3.5,759
Cc1ccnc(NS(=O)(=O)c2ccc(NC(=O)CCOc3ccccc3)cc2)n1,5.0,849
COc1ccc(CN2C3CCCC2CC(NC(=O)c2cccc(F)c2)C3)cc1 (configuration not stated),-3.3,800
O=C(CCc1nnc2ccc(N3CCC4(CC3)OCCO4)nn12)N1CCCCC1,13.5,744
CC(=O)c1cccc(NC(=O)Nc2ccc3c(c2)OCO3)c1,-6.7,599
CCOc1ccc(N(Cc2ccc(C(=O)O)cc2)S(=O)(=O)c2ccc(C)cc2)cc1,5.4,837
O=C(N/N=C/c1cccnc1)c1cc2ccccc2cc1O,2.8,768
COc1cccc(CN(C)C(=O)CCNC(=O)c2ccc(Br)cc2)c1,-9.2,785
CCS(=O)(=O)C1=NN2C(=N)/C(=C\c3ccc(OC(=O)c4ccco4)c(Br)c3)C(=O)N=C2S1,-8.5,714
Cc1ccc2cc3cc(C(=O)NCCCN4CC(C)CC(C)C4)oc3nc2c1 (configuration not stated),4.6,746
CCOc1ccc(CN2CCNC(=O)C2CC(=O)NCCc2cnccn2)cc1 (configuration not stated),-1.7,643
CSc1ccc(/C=C2\C(=N)N3N=C(CC(=O)N4CCOCC4)SC3=NC2=O)cc1,7.5,627
CN(c1ccccc1C(=O)Nc1cccc(Br)c1)S(=O)(=O)c1ccccc1,-24.0,750
COc1cccc(-c2c(C(=O)N/N=C(\C)COc3ccccc3)nnn2-c2nonc2N)c1,-2.7,730
CCOc1ccc(NC(=O)C(C)N2C(=O)c3ccccc3C2=O)cc1 (configuration not stated),-2.5,798
O=c1c2ccccc2cnn1CCOc1cccc(Br)c1,-1.1,704
Cc1cc(NC(=O)COC(=O)C2CC(=O)N(c3cccc(C)c3C)C2)no1 (configuration not stated),11.0,824
COc1ccccc1CNC(=O)N1CCN(c2ccccc2)CC1,4.7,831
CCOC(=O)C1CCN(C(=O)CN2C(=O)C(C(C)C)Oc3ccccc32)CC1 (configuration not stated),5.0,588
CN(CCOc1ccc(F)cc1)Cc1ccccc1,-13.1,743
CCN(CC)C(=O)C(Sc1nnnn1-c1ccc(O)cc1)c1ccccc1 (configuration not stated),-6.8,699

# Only part of the results is shown; the hit share may differ from the screen's.
